HTRA1 inh = blocks human HTRA1 serine peptidase | recombinant HTRA1, FP-rhodamine activity-based probe, fluorescence polarization | inhibition, % at 5.96 µM | 340,000 compounds, 0.5% hits | AID 504803; in the data active = inhibition above about 36%;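 note: 0% = enzyme with DMSO and 100% = wells lacking enzyme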
Target sequence (Q92743 whole entry, looked up): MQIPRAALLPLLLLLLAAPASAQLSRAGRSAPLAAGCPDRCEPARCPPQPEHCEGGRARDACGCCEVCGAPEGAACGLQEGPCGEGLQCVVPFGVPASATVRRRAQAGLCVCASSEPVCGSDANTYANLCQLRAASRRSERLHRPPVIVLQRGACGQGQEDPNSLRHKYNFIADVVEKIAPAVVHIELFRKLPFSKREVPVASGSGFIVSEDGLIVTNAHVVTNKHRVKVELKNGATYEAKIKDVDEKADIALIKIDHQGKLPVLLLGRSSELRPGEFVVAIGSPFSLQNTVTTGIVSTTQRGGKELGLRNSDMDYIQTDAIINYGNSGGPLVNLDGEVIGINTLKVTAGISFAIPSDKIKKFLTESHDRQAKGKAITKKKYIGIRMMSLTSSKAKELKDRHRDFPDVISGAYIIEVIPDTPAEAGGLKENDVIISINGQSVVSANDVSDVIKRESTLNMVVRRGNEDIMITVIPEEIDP
SIAE primary = inhibitors of human sialic acid acetylesterase SIAE | Q9HAT2 | SIAE FP-Rh probe binding, fluorescence polarization | inhibition, % at 9.66 µM | 370,000 compounds, 0.69% hits | AID 1053197;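 active = inhibition above a cutoff: mean of compounds within the control limits plus 3 SD of those, cut at about 17% in these data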;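 note: 0% = plate median of compound wells and 100% = probe without SIAE protein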
Target sequence (Q9HAT2 whole entry, looked up): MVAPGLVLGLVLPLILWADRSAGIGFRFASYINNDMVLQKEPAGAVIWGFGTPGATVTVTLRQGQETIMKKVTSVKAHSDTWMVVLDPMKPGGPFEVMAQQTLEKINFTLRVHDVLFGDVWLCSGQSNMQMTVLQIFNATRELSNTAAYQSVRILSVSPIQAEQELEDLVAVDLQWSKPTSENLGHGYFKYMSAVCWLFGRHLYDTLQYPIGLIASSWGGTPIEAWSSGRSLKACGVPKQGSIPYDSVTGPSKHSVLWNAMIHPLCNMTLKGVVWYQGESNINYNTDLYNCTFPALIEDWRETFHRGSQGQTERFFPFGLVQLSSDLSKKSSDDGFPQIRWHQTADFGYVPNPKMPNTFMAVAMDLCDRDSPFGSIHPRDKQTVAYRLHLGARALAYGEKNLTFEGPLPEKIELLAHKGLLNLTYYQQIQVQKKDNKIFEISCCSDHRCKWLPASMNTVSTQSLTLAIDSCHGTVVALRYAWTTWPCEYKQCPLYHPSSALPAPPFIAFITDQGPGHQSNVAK
TCR CD3 inh = inhibitors of human TCR-CD3 interaction. TAMRA-labeled TCR probe fluorescence, biochemical. inhibition, % at 9.4 µM. 360,000 compounds, 0.37% hits. AID 651800; in the data active = inhibition above about 19%;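 note: recombinant mutant TCR 2C K166C tagged with TAMRA read by polarization; 0% = receptor in buffer alone and 100% = receptor with positive control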
LEDGF integ inh = blocks HIV-1 LEDGF/p75-dependent DNA integration | TR-FRET IN-LEDGF/p75 DNA integration, Eu/Cy5 | inhibition, % at 3.7 µM | 370,000 compounds, 0.64% hits;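 active = inhibition above the screen-wide mean plus 3 SD, cut at about 13% in these data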;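 note: signal is the Cy5 over europium emission ratio at 671 and 618 nm; 0% = plate median of compound wells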
MBD2 DNA inh = MBD2-methylated oligo binding inhibition. Q9UBB5. TR-FRET, MBD2 binding to methylated oligonucleotide. inhibition, % at 4.4 µM. 370,000 compounds, 0.31% hits. AID 686964; in the data active = inhibition above about 13%
GC-B act = GC-B (human) receptor activation. activation, % at 10 µM. 370,000 compounds, 0.11% hits. P20594. HEK293-GC-B cells, CNP EC30, cGMP TR-FRET; 0% at EC30 CNP, 100% saturating CNP. AID 1920062;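 active = activation at 10 µM reaching about 35% in either raw or pattern-adjusted values, limit read from the data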
mABHD4 FP = inhibits mouse alpha/beta hydrolase domain 4; Q8VD66; purified mABHD4, FP-Rh probe fluorescence polarization; inhibition, % at 8.92 µM; 370,000 compounds, 0.54% hits; AID 720543;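 active = inhibition exceeding the mean over every tested compound plus 3 SD, cut at about 30% in these data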;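 note: 0% = plate median of compound wells and 100% = S159A mutant with DMSO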
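Assay system: Wild-type mouse ABHD4 protein | Medium: HEPES pH 7.0 buffer, 150 mM NaCl, 0.01% Pluronic F-127 | Incubation: Enzyme–compound pre-incubation 45 min, then probe 60 min, both 25 °C | Technique: Fluorescence polarization with parallel and perpendicular emission, 525/598 nm | Evaluation: % inhibition of FP-Rh probe binding versus controls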
TDP2 absorb = blocks human TDP2 phosphodiesterase activity; O95551; recombinant TDP2, T5PNP hydrolysis, p-nitrophenol absorbance 415 nm; inhibition, % at 12.8 µM; 370,000 compounds, 0.34% hits;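 active = inhibition above the mean of all tested compounds plus 3 SD, set per campaign, cut at about 25% in these data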;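 note: 0% = DMSO with enzyme and 100% = buffer with substrate but no TDP2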
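Assay system: Recombinant human TDP2 | Quantity: 120 nM TDP2 per well | Incubation: 2 h at 37 °C | Signal: Epi absorbance | Evaluation: Percent inhibition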
rCAG binder = molecules binding r(CAG) RNA repeats. r(CAG) RNA repeat, TO-PRO-1 dye displacement fluorescence. 370,000 compounds, 1.3% hits. inhibition, % at 3 µM. AID 651821;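 active = inhibition above the plate cutoff, the mean of all test compounds on that plate plus 3 SD, cut at about 35% in these data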;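 note: 0% = DMSO alone and 100% = 100 µM mitoxantrone as full dye displacement; higher means more dye released from RNA so lower well fluorescence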
PRMT1 FP inh = PRMT1 (human) inhibition, primary screen; Q99873; recombinant PRMT1, activity-based probe fluorescence polarization; inhibition, % at 2.79 µM; 370,000 compounds, 1.3% hits; AID 652257;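 active = inhibition above about 21% made by adding two undisclosed values, limit read from the data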
An asterisk follows results filed as active; x = no result given. This is a subset. The share of hits here may be higher or lower than overall.

cpd | compound | HTRA1 inh | SIAE primary | TCR CD3 inh | LEDGF integ inh | MBD2 DNA inh | GC-B act | mABHD4 FP | TDP2 absorb | rCAG binder | PRMT1 FP inh
1 | CC1(C)CC(=O)C(N=Nc2ccc3ncsc3c2)=C(O)C1 | 9 | 5 | 5 | 1 | -14 | -4 | 3 | -2 | -3 | 4
2 | COc1ccc(NS(=O)(=O)c2cc(NC(=O)c3cncc(Br)c3)ccc2OC)cc1 | -54 | -15 | 0 | 2 | -4 | 3 | -9 | 1 | 11 | -1
3 | CN1CCN(c2nc3c(c(=O)n(C)c(=O)n3C)n2Cc2ccccc2F)CC1 | -3 | 6 | -15 | -4 | 1 | -1 | 9 | 0 | -9 | -3
4 | CN(C)C(=O)c1cc(C(=O)c2ccc(Cl)cc2Cl)c[nH]1 | 5 | -3 | -2 | 1 | -1 | 2 | 2 | 2 | -1 | 2
5 | COc1ccc(CN2C(=O)C(CC(=O)NCc3cccs3)CC(C(=O)N(C)C)=C2C)cc1 (stereo unspecified) | 4 | 2 | 2 | 3 | 0 | 0 | 1 | 3 | 3 | 0
6 | CC(c1ccccc1)c1nnc(NC(=O)c2ccc3c(c2)OCO3)s1 (stereo unspecified) | 12 | -4 | -2 | -4 | 1 | 7 | 3 | 2 | -1 | 5
7 | Cc1cccc(N2CCN(C(=S)Nc3ccc4nc(N5CCN(C)CC5)cc(C)c4c3)CC2)c1C | 5 | 9 | 2 | 8 | -7 | 2 | 4 | -6 | -1 | -6
8 | COc1ccc2c(c1)c(CC(=O)Nc1ccc(C(C)=O)cc1)c(C)n2C(=O)c1ccc(Cl)cc1 | -58 | -81 | 17 | -2 | -3 | 1 | -72 | 1 | 19 | 0
9 | Cc1ccc(NC(=O)C(Nc2cccc(C)c2)c2ccccc2)cc1 (stereo unspecified) | -31 | 1 | -4 | 1 | 4 | -4 | -7 | -3 | 3 | -1
10 | CC1CCN(C(=O)CN2C(=O)NC3(CCCc4ccccc43)C2=O)CC1 (stereo unspecified) | -1 | -4 | -1 | -2 | 3 | 8 | 0 | 9 | -7 | 1
11 | CCOc1cccc(-c2nn(-c3ccccc3)cc2/C=C(/C#N)C(=O)NCCCn2ccnc2)c1 | -59 | -2 | -1 | 8 | -1 | 9 | -6 | -12 | 5 | 1
12 | Cc1cccc(-c2cc(NC=O)c3ncc(-c4cccc(C(=O)N(C)C)c4)n3c2)c1 | x | -9 | -6 | -2 | 0 | -4 | 9 | 4 | 8 | 5
13 | CCOP(=O)(c1ccccc1)c1nc(-c2ccccc2Cl)oc1N1CCCCC1 (stereo unspecified) | -13 | -4 | -4 | -1 | 0 | -10 | 4 | -9 | -5 | 4
14 | O=[N+]([O-])c1cccc(CN2[C@@H](Cc3ccccc3)COCCS2(=O)=O)c1 | -4 | -2 | 3 | 0 | -1 | -3 | -1 | -10 | -3 | -3
15 | S=C1NCCNC(=S)NCCOCCN1 | -1 | 1 | 7 | -1 | 4 | 2 | 1 | 2 | -1 | -2
16 | CCc1ccccc1N(CC(=O)NC1CCCC1)C(=O)CNC(=O)c1cccs1 | -2 | -2 | 3 | 4 | -1 | -1 | -3 | 0 | -3 | 1

At a glance, part of the list above:
cpd | compound | HTRA1 inh | SIAE primary | TCR CD3 inh | LEDGF integ inh | MBD2 DNA inh | GC-B act | mABHD4 FP | TDP2 absorb | rCAG binder | PRMT1 FP inh
13 | CCOP(=O)(c1ccccc1)c1nc(-c2ccccc2Cl)oc1N1CCCCC1 (stereo unspecified) | -13 | -4 | -4 | -1 | 0 | -10 | 4 | -9 | -5 | 4
14 | O=[N+]([O-])c1cccc(CN2[C@@H](Cc3ccccc3)COCCS2(=O)=O)c1 | -4 | -2 | 3 | 0 | -1 | -3 | -1 | -10 | -3 | -3
15 | S=C1NCCNC(=S)NCCOCCN1 | -1 | 1 | 7 | -1 | 4 | 2 | 1 | 2 | -1 | -2
16 | CCc1ccccc1N(CC(=O)NC1CCCC1)C(=O)CNC(=O)c1cccs1 | -2 | -2 | 3 | 4 | -1 | -1 | -3 | 0 | -3 | 1

Other entries
cpd | compound | HTRA1 inh | SIAE primary | TCR CD3 inh | LEDGF integ inh | MBD2 DNA inh | GC-B act | mABHD4 FP | TDP2 absorb | rCAG binder | PRMT1 FP inh
17 | Cc1cccc(NC(=O)N(Cc2cc3cc(C)cc(C)c3[nH]c2=O)CC2COCCO2)c1 (stereo unspecified) | 0 | -7 | 1 | 1 | -3 | 2 | 1 | 5 | -3 | 1
18 | COc1ccc(-n2c(SCC(=O)Nc3cccc4ccccc34)nnc2-c2ccco2)cc1 | x | -2 | x | 1 | 1 | -4 | -11 | 2 | 6 | 1
19 | CC(=O)NC1(c2nnnn2CCOC(=O)Nc2ccc(Cl)cc2)CCCC1 | -1 | 0 | -3 | 7 | 1 | 4 | 0 | -3 | -2 | -6
20 | CN(CC(=O)NCC(c1ccccc1)N1CCCC1)S(=O)(=O)c1ccc(Cl)cc1 (stereo unspecified) | -9 | -5 | 2 | 0 | 1 | -3 | -1 | 3 | -8 | -2
21 | COC(=O)c1cc(NC(=O)c2ccc(C)cc2)c(=O)oc1C | -5 | 2 | 1 | 0 | 3 | 2 | 3 | 6 | -6 | 5
22 | CC(=O)Nc1ccc(-n2cnnn2)cc1 | -5 | 9 | 5 | 0 | -7 | 3 | 3 | 13 | -3 | -3
23 | Cc1cc2c(c(=O)n1CCN(C)C)C(c1ccc(Cl)cc1)C(C#N)=C(N)O2 (stereo unspecified) | 4 | -1 | 3 | -2 | 3 | -2 | 2 | 9 | -4 | -2
24 | Cc1ccc(NC(=O)ON=C2CCCC2)cc1 | -3 | 3 | -3 | 3 | 2 | 5 | -11 | -3 | 1 | -1
25 | Cc1ccc(S(=O)(=O)N2CCN(C(=O)c3ccccc3-c3nc4ccccc4s3)CC2)c(C)c1 | -3 | 3 | 10 | 1 | 2 | -16 | 4 | 6 | -1 | 7
26 | O=C(Cc1ccc(-n2c(=S)[nH]c3ccccc3c2=O)cc1)N1CCN(c2ccccc2)CC1 | -8 | 3 | -4 | -2 | 6 | -1 | 4 | 10 | 9 | 2
27 | CCC1CN(C(=O)N2CCC(C(=O)Nc3ccccc3OC)CC2)c2ccccc2O1 (stereo unspecified) | 4 | 8 | -3 | 2 | 2 | 3 | -7 | 0 | -4 | 0
28 | CCOC1=C2CN(S(=O)(=O)c3ccc(C)cc3)[C@H](c3cccc(Cl)c3)C[C@H]2[C@H]2C(=O)N(c3ccccc3)C(=O)[C@H]2C1 | x | -1 | 1 | 4 | -3 | -2 | 0 | 11 | 9 | -4
29 | CC(=O)O[C@@H]1[C@H](Oc2c(O)c(C)c3c4c2[C@H](C)CC[C@H]4[C@H](C)C[C@@H]3C=C(C)C)O[C@@H](C)[C@@H](O)[C@H]1O | x | 6 | -13 | -5 | -1 | 2 | 2 | -9 | 8 | 7
30 | CCCC1=C(C(=O)OCC)C(c2ccc(N(C)C)cc2)n2ncnc2N1 (stereo unspecified) | 4 | 5 | -5 | 5 | -6 | -6 | -4 | -10 | -4 | -1
31 | Cc1cccc(C)c1OCCNC(=O)C(=O)NCc1ccco1 | -1 | -5 | -5 | -7 | 4 | -3 | 4 | -4 | -8 | 3
32 | CN1CCN(S(=O)(=O)c2cccc(C(=O)Oc3ccc(Br)cc3F)c2)CC1 | 8 | -4 | -1 | 5 | -5 | 0 | -6 | -29 | 0 | -4
33 | Nc1c(C(=O)N2CCCCC2)sc(=S)n1-c1ccccc1 | -3 | 5 | 5 | -1 | -1 | 3 | 8 | -6 | -2 | 5
34 | COc1cccc(C(=O)Nc2nc3ccccc3[nH]2)c1 | 2 | -4 | 0 | 2 | -4 | 0 | 1 | -1 | 2 | -2
35 | O=C(NCCOc1ccccc1Cl)c1cccc2c1C(=O)c1ccc(Cl)cc1S2(=O)=O | -4 | -2 | 12 | -1 | -3 | -4 | -5 | -7 | 3 | -2
36 | Cc1ccc(C)c(NC(=O)C2(C)CCN2C(C)C)c1 (stereo unspecified) | x | -4 | 12 | 5 | -1 | 3 | 7 | -1 | 0 | 3
37 | CC(=O)c1cc2c(cc1NS(=O)(=O)c1ccccc1Br)OCO2 | -14 | 3 | -11 | -1 | 4 | 2 | -3 | -1 | 6 | 2
38 | Cc1ccc(CNC(=O)C2CC(c3cccc([N+](=O)[O-])c3)=NO2)o1 (stereo unspecified) | 10 | -1 | 4 | 1 | -7 | -2 | -6 | -10 | 6 | 5
39 | COc1ccccc1OCCC(=O)OCC(=O)Nc1ccc(Br)cc1 | -1 | 2 | 2 | 7 | 2 | 0 | 0 | 0 | -2 | -1
40 | CCCNC(=O)C1(C)CCN(Cc2ccc(C)c3ccccc23)C1 (stereo unspecified) | x | 2 | -5 | -1 | 4 | 5 | -1 | 2 | -1 | 3
41 | O=C(NN=Cc1cccc([N+](=O)[O-])c1)c1cccc2ccccc12 | -2 | -4 | 5 | -2 | -5 | 4 | -1 | -2 | 6 | -1
42 | CCOCc1c(C(=O)N2CCN(Cc3ccc(Br)s3)CC2)oc2ccccc12 | -14 | -2 | -1 | -1 | 3 | 1 | -6 | -3 | 4 | -1
43 | COc1cccc(-c2nn(-c3ccc(C)cc3)cc2C(=O)N2CCN(C3CCS(=O)(=O)C3)CC2)c1 (stereo unspecified) | -17 | -5 | -1 | 4 | -2 | -2 | -2 | 4 | 6 | -2
44 | CSc1ccc(OC2(C)CCN(Cc3ccc4c(c3)OCCO4)C2)cc1 (stereo unspecified) | x | 14 | -7 | 2 | 4 | 1 | 4 | 13 | 0 | -4
45 | O=C(NCC1CC1)c1cc(-c2ccccc2)nn1CC1CC(c2cccnc2)=NO1 (stereo unspecified) | 5 | 3 | 7 | -2 | 1 | -3 | -1 | 1 | -6 | -1
46 | COc1ccc(NC(=O)c2ccco2)cc1NC(=O)c1ccccc1 | -7 | -4 | 0 | 0 | 1 | 1 | 2 | -4 | -1 | 0
47 | Cc1ccc2c(c1)N(CC(=O)N1CCCCC1c1cccnc1)C(=O)CO2 (stereo unspecified) | 7 | 5 | 5 | -3 | 0 | 4 | -2 | -4 | -2 | 3
48 | CCOc1cc(C(=O)CCC(=O)OCC(=O)Nc2ccc(F)cc2)ccc1O | 2 | 4 | 3 | 1 | 0 | 0 | -1 | 8 | -3 | 0
49 | CCOC(=O)c1c(NC(=S)Nc2cccnc2)sc(C)c1C | -10 | 0 | 7 | -4 | -2 | -12 | 2 | -1 | 11 | 1
50 | CC1(O)CC(=O)N(c2ccccc2)O1 (stereo unspecified) | -4 | 2 | 6 | -1 | -4 | -2 | -1 | 2 | 0 | 2
51 | COc1ccccc1C(=O)NNC(=O)c1cccc([N+](=O)[O-])c1 | 1 | -8 | 3 | 2 | 1 | 2 | 3 | -2 | -3 | 1
52 | COc1cc(NC(=O)c2cccnc2)ccc1NC(=O)c1ccccc1Cl | -2 | 6 | -8 | -1 | -3 | 1 | 5 | 1 | 2 | 3
53 | O=C(O)/C=C\C(=O)NCc1cccnc1 | -1 | -6 | 7 | -2 | 0 | 1 | -3 | -4 | 1 | 2
54 | COc1ccc(Cc2c(-c3cccc(Cl)c3)nc3ccc(C)cn23)c(C)c1 | x | 0 | 5 | 5 | 8 | 1 | 1 | 0 | 8 | 0
55 | CC(C)Cc1nnc(NC(=O)CCC(=O)N2CCC(C)CC2)s1 | 0 | -5 | -2 | 0 | 8 | -3 | 1 | 12 | -9 | 3

Source: PubChem BioAssay
